# SENP7 block – SENP7 protease inhibitors, primary screen, biochemical, luminescence, uHTS; Sentrin-specific protease 7 (Homo sapiens), Q9BQF6; recombinant SENP7, Z-RLRGG-aminoluciferin luminescence, 40 min; inhibition, % at 5 µM; 1.5% of 330,000 active;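 active = inhibition above about 50% at the single test dose, limit read from the data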;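 also: plate controls were DMSO with enzyme for no effect and no enzyme buffer wells for full effect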
# Target sequence (Q9BQF6 706-1050 limits assumed): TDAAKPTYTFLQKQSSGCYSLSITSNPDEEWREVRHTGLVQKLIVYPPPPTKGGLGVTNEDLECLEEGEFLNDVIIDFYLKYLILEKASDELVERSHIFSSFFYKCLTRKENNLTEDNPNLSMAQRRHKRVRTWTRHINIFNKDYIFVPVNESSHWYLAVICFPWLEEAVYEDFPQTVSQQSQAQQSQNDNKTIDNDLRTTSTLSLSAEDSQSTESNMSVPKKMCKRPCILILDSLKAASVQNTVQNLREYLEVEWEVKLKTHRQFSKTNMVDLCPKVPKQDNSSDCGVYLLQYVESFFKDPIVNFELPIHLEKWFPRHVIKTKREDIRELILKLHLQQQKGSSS
# SENP1 inh – human SENP1 catalytic domain inhibitors, primary screen, biochemical, FRET, uHTS; 0.21% of 360,000 active; Sentrin-specific protease 1 (Homo sapiens), Q9P0U3; inhibition, % at 10 µM; recombinant SENP1 catalytic domain, CyPet-SUMO1-YPet FRET cleavage; AID 624204, 2012;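 active = inhibition at least 30% at 10 µM, raw YFP signal under a set limit, fluorescence ratio 0.5 to 1.5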;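 also: 0% = enzyme with DMSO and 100% = no enzyme wells; some results filed as inactive read as strong as hits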
# Target sequence (Q9P0U3 419-644 limits assumed): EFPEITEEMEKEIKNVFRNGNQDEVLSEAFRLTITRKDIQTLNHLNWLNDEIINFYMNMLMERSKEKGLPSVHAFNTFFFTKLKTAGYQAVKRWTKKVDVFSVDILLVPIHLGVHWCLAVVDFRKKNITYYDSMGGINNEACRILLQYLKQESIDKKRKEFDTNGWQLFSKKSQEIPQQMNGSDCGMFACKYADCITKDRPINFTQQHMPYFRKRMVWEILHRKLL
#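 Test system: recombinant human SENP1 catalytic domain, His6-tagged / Medium: pH 8 Tris buffer with EDTA, NaCl, BME, BSA, NP40, catalase / Also added: SUMO1 FRET substrate flanked by Cypet and Ypet, 25 nM / Times: 50 min reaction at room temperature / Signal: FRET, CFP and YFP emission / Control set: no-enzyme low control and enzyme-plus-DMSO high control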
# PfG6PD inh – PfG6PD enzyme inhibitors, primary screen, biochemical, fluorescence intensity, uHTS | glucose-6-phosphate dehydrogenase-6-phosphogluconolactonase (Plasmodium falciparum 3D7) | PfGluPho enzyme, NADPH resazurin-diaphorase fluorescence | inhibition, % at 20 µM | 0.78% of 350,000 active;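 active = inhibition reaching at least a set limit at 20 µM in the primary screen, cut at about 59% in these data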;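 also: 0% = DMSO wells with substrate and 100% = DMSO wells lacking glucose-6-phosphate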
# SENP6 block – SENP6 protease inhibitors, primary screen, biochemical, luminescence, uHTS | Sentrin-specific protease 6 (Homo sapiens), Q9GZR1 | Recombinant SENP6 catalytic domain, aminoluciferin luminescence | inhibition, % at 10 µM | 1.8% of 330,000 active | AID 2599, 2010;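 active = inhibition above about 50% at the single tested dose, limit read from the data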;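 also: plate controls were DMSO wells with enzyme for no effect and DMSO wells lacking enzyme for full effect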
# UBC13 polyUb – UBC13 polyubiquitin chain formation inhibitors, primary screen, biochemical, TR-FRET, uHTS; Ubiquitin-conjugating enzyme E2 N (Homo sapiens), P61088; inhibition, % at 20 µM; 0.47% of 330,000 active; in the data active = inhibition above about 45%, passing the limit was not always enough
# Target sequence (P61088 whole entry, looked up): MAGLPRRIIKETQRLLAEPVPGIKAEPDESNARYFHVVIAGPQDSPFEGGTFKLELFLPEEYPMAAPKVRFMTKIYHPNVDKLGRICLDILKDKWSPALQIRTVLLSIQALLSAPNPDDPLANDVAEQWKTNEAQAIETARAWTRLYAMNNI
# HKDC1 inh – HKDC1 hexokinase inhibitors, primary screen, biochemical, fluorescence, uHTS; AID 493160, 2011; inhibition, % at 20 µM; Q2TB90; 0.16% of 340,000 active; recombinant HKDC1, G6PDH/diaphorase resazurin coupled fluorescence;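 active = inhibition above about 35% when tested at 20 µM, limit read from the data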;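 also: plate controls were DMSO wells with enzyme for no effect and DMSO wells lacking enzyme for full effect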
#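 Test system: HK5 enzyme. Quantity: 5 µg/mL HK5 final. Reagent: glucose and ATP substrates. Schedule: 90 min reaction incubation at room temperature, dark. Technique: resazurin-to-resorufin fluorescence via G6PDH and diaphorase coupling, 525/613 nm. Control set: DMSO wells with and without enzyme mix.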
# MIN6 prolif – inducers of MIN6 beta-cell proliferation, primary screen, ATP luminescence, uHTS | proliferation, % at 10 µM | 0.29% of 330,000 active | MIN6 cells proliferation, ATPlite luminescence, 48 h; cells starved in 0.2% serum; 100% = growth in 10% serum;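 active = compounds whose signal lies at least 3.5 SD above the mean of all wells on their plate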;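 also: 0% = DMSO-treated cells in low-serum medium and 100% = 10% serum control; some compounds called inactive have numbers as strong as hits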
# SENP8 block-1 – SENP8 protease inhibitors, primary screen, biochemical, luminescence | Sentrin-specific protease 8 (Homo sapiens), Q96LD8 | purified SENP8, Z-RLRGG-aminoluciferin cleavage | inhibition, % at 10 µM | 1.2% of 330,000 active | AID 2540, 2010; in the data active = inhibition above about 50%
# Target sequence (Q96LD8 whole entry, looked up): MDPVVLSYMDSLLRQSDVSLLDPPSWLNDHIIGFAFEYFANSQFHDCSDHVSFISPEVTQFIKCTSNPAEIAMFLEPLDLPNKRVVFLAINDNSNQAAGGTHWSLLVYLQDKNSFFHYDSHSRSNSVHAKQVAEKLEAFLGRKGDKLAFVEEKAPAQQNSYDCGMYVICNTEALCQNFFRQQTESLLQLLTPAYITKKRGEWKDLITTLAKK
# SENP8 block-2 – human SENP8 protease inhibitors, primary screen, biochemical, fluorescence, Nedd8 protein substrate, uHTS; Sentrin-specific protease 8 (Homo sapiens), Q96LD8; recombinant SENP8; inhibition, % at 20 µM; 0.64% of 360,000 active; AID 602440, 2012; in the data active = inhibition mostly above about 40%, no sharp cut-off; inactive = mostly below about 27%
# Active calls of the source: *; i = inactive; & = joins results of further samples.
# Start of the listing, in advance (2 entries):
SMILES,SENP7 block,SENP1 inh,PfG6PD inh,SENP6 block,UBC13 polyUb,HKDC1 inh,MIN6 prolif,SENP8 block-1,SENP8 block-2
COc1ccc(CCC(=O)OCC(=O)Nc2sccc2C(N)=O)cc1,-8.6,-5.1,7.7,-5.0,10.7,-2.2,-2.6,4.2,-0.4
COc1cccc(-n2c(C)n[nH]c2=O)c1,-8.5,2.0,0.4,-3.7,3.7,-6.5,-1.9,-1.7,4.6

# All compounds of this part, repeating the preview:
SMILES,SENP7 block,SENP1 inh,PfG6PD inh,SENP6 block,UBC13 polyUb,HKDC1 inh,MIN6 prolif,SENP8 block-1,SENP8 block-2
COc1ccc(CCC(=O)OCC(=O)Nc2sccc2C(N)=O)cc1,-8.6,-5.1,7.7,-5.0,10.7,-2.2,-2.6,4.2,-0.4
COc1cccc(-n2c(C)n[nH]c2=O)c1,-8.5,2.0,0.4,-3.7,3.7,-6.5,-1.9,-1.7,4.6
COc1ccc(OCC(=O)N/N=C(/C)Cc2ccccc2)cc1,1.0,0.3,-6.5,7.9,-0.8,-7.1,0.9,10.5,5.0
CC(OC(=O)c1ccc2ccccc2n1)C(=O)Nc1ccc(N2CCOCC2)cc1 (stereo not drawn),-7.1,-1.0,1.5,-11.9,-3.0,2.3,-2.5,-4.2,17.2
CCCCCOc1ccc(/C=c2\sc3nc(=O)c(-c4ccccc4)nn3c2=O)cc1OC,2.3,33.9,-23.9,15.3,7.6,-6.8,-2.4,6.3,18.4
CCOC(=O)N1CCC(NC(=O)c2cc(C(=O)Nc3ccc(OC)c(OC)c3)ccc2CO)CC1,0.2,-1.1,-24.5,-7.0,-7.0,4.7,-1.7,-5.7,20.6
O=C(Nc1ccccc1C(F)(F)F)N1CCN(c2ccc3nnc(-c4ccc(F)cc4)n3n2)CC1,2.7,0.2,9.9,-8.9,12.9,-8.5,-3.1,-3.9,-18.4
CC(C)(C)c1ccc(C(=O)Nc2nnc(SCC(=O)NCC3CCCO3)s2)cc1 (stereo not drawn),-4.0,1.6,-5.3,14.7,-2.3,0.6,-7.2,-2.2,-52.4
COc1cc2c(cc1OC)C(C(=O)NCCN(C)C)C(c1cccs1)N(C)C2=O (stereo not drawn),7.7,0.5,-5.2,-7.8,-0.1,0.0,-0.1,-3.2,13.7
CCC(Oc1ccccc1)C(=O)O/N=C(\N)c1ccc(OC)c(OC)c1 (stereo not drawn),-2.8,1.2,0.1,-11.3,0.6,-3.2,2.9,0.8,-38.5
COc1cccc(-c2ncc3ccccc3c2COC(=O)N2CCOCC2)c1,3.3,1.5,-1.1,7.8,8.9,-5.4,-1.4,5.8,10.2
O=C(CN1C(=O)/C(=C/c2ccccc2Cl)SC1=S)NC1C=CS(=O)(=O)C1 (stereo not drawn),-2.2,-3.0,-23.0,-21.2,-12.5,-10.2,-0.5,1.1,10.2
O=C(Nc1ccccc1C(=O)N1CCOCC1)C1CCC(=O)N1C1CCCC1 (stereo not drawn),-8.6,0.5,-1.1,-6.5,0.2,8.7,1.0,-9.0,7.7
CCc1ccc(NC(=S)N(CCCN2CCOCC2)Cc2ccccn2)cc1,4.6,3.0,-3.8,9.2,0.8,6.6,0.0,-4.4,10.7
Cc1ccc(C2C3=C(CCCC3=O)Nc3nc(SCC(=O)NCc4ccco4)[nH]c(=O)c32)cc1 (stereo not drawn),11.0,-11.5,-7.0,-15.2,3.7,0.9,-3.0,-0.1,-310.8
CCOC(=O)C1=C(N)n2c(s/c(=C\c3cccnc3)c2=O)=C(C(=O)OC)C1c1cccnc1 (stereo not drawn),-4.8,1.0,-11.4,3.0,-1.9,6.0,0.8,5.5,36.0
O=C(CSc1ccc2ccccc2c1)Nc1ncccn1,-7.4,-6.4,16.4,-21.7,3.1,-15.1,-2.9,-11.0,9.3
OC(COCC1COc2ccccc2O1)CN1CCN(c2ccccn2)CC1 (stereo not drawn),0.0,0.5&2.9,-8.5&-5.3,-4.2,7.1,-6.6&-2.7,-0.2,1.9,2.1&20.3
O=C(O)c1ccccc1/C=N/NC(=S)NCc1ccccc1,5.5,-0.1,-10.5,4.0,-0.5,-8.7,-2.6,9.4,15.9
Oc1cccc(-c2nc3ccc4ccccc4c3c3c2CCC3)c1,3.5,-0.8,26.1,3.3,4.5,-0.4,-5.4,-2.7,-75.7

# Single values from the list:
# Result for `COc1cc2c(cc1OC)C(C(=O)NCCN(C)C)C(c1cccs1)N(C)C2=O` (stereo not drawn) in SENP8 block-1: -3.2
# Result for `Oc1cccc(-c2nc3ccc4ccccc4c3c3c2CCC3)c1` in MIN6 prolif: -5.4
# Result for `O=C(O)c1ccccc1/C=N/NC(=S)NCc1ccccc1` in SENP6 block: 4.0

# Next part:
SMILES,SENP7 block,SENP1 inh,PfG6PD inh,SENP6 block,UBC13 polyUb,HKDC1 inh,MIN6 prolif,SENP8 block-1,SENP8 block-2
O=S(=O)(Nc1cccc(-n2cnnn2)c1)c1ccc(Cl)cc1,3.1,2.3,-0.6,0.6,-8.3,1.6,7.2,-2.2,4.4
Nc1ccc2nc(CCc3ccccc3)[nH]c2c1,4.7,-2.8,30.8,14.1,7.0,-4.7,0.0,8.1,-5.9
COc1ccc(Cn2nnc3c(C)n[nH]c(=O)c32)cc1,-8.3,-0.4,-12.2,-11.5,-2.4,1.1,0.3,-0.4,14.4
O=C(NCCc1ccc(Cl)cc1)C1CCN(S(=O)(=O)N2CCCC2)CC1,7.1,2.4,-19.8,1.4,10.5,-9.3,-3.0,-0.6,2.9
O=C(CN1CCOCC1)N1c2ccccc2Sc2ccccc21,-0.7,4.1,6.8,-10.3,-0.8,-5.3,-3.5,-6.2,13.6
Cc1ccc(C(=O)NCC(=O)Nc2ccc(S(=O)(=O)Nc3cc(C)nc(C)n3)cc2)cc1,-5.9,-1.0,-13.2,-21.6,-6.5,-5.7,-1.6,-9.0,0.8
Cn1nccc1NC(=O)Nc1cccc([N+](=O)[O-])c1,-2.5,0.2,6.8,-15.9,4.5,1.5,-0.4,-6.8,27.3
CC1CC(C)(C)NC(=S)N1CCCC(=O)Nc1ccc(F)c(F)c1 (stereo not drawn),1.3,1.5,-18.9,-0.5,4.7,-4.3,-1.6,2.5,7.2
Cc1ccc(S(=O)(=O)NCCNC(=O)CN2CCCC2)cc1,-0.3,-0.6,-5.7,-1.8,8.1,-1.6,0.9,4.2,3.6
CN(C(=S)Nc1ccc(SC(F)F)cc1)C(c1ccccc1)c1ccccc1,3.9,5.0,0.5,-12.5,7.1,5.7,-6.9,-2.8,33.0
COC(=O)Nc1ccc2c(c1)N(C(=O)CCN1CCN3CCCC3C1)c1ccccc1S2 (stereo not drawn),-2.5,0.2,13.3,-0.5,2.7,-8.2,0.3,-9.7,13.4
COCC(C)NC(=O)c1ccc(Cl)c(Cl)c1 (stereo not drawn),-0.8,1.1,-2.1,23.1,6.1,-1.3,-1.9,14.2,13.9
CSc1sc(C)cc1C1C(C#N)=C(N)N(c2cccnc2)C2=C1C(=O)CCC2 (stereo not drawn),-6.0,-40.9,5.2,-4.8,3.5,15.4,-0.8,3.2,-34.2
Cc1ccc(S(=O)(=O)N2CCN(Cc3nc4ccccc4[nH]3)CC2)cc1C,1.8,-1.0,-17.6,10.2,3.3,0.9,3.4,6.8,6.3
COc1cccc(-c2nc3ccc([N+](=O)[O-])cc3o2)c1,94.6*,1.2,-10.5,0.1,-2.4,3.0,-0.7,42.9,0.3
Cc1cc2occ(CC(=O)N(CCC(C)C)c3c(N)n(Cc4ccccc4)c(=O)[nH]c3=O)c2cc1C,-8.5,-0.4,-11.2,-11.7,-13.1,-0.2,-5.4,-8.5,-6.4
C=CC(C)(C)c1[nH]cnc1/C=C1\NC(=O)C(C(C)C)NC1=O (stereo not drawn),-8.4,-0.9,4.7,-11.3,-1.8,-0.6,-0.4,-14.0,-24.1
Cc1ccc(-n2nnc3c(=O)n(CC(=O)NCc4ccco4)cnc32)cc1,1.0,1.6,11.8,-0.5,0.4,1.6,-1.0,8.0,8.5
COc1ccc(N2CC(C(=O)N(CC(C)C)c3c(N)n(Cc4ccccc4)c(=O)[nH]c3=O)CC2=O)c(OC)c1 (stereo not drawn),-5.5,-7.2,-3.4,-6.8,4.6,-7.2,5.0,6.4,-10.2
COc1ccc2c(c1)OC(O)(C(F)F)CC2=O (stereo not drawn),-1.5,2.5,-13.9,-12.7,3.1,10.0,-2.4,-8.4,17.8
O=c1[nH]c(C2CCN(S(=O)(=O)c3ccc(S(=O)(=O)NC4CC4)cc3)CC2)nc2c1nnn2Cc1ccc(F)cc1,6.5,-0.4,-14.6,-9.8,15.8,8.1,-5.0,4.9,4.8
Cc1ccc(C2C3CN(C(C)C)CC=C3C(C#N)=C(N)C2(C#N)C#N)cc1 (stereo not drawn),0.9,-19.2,5.8,6.7,-6.0,3.4,4.2,9.0,i
Cc1cccc(NC(=S)NN2CCOCC2)c1C,8.0,0.9,3.9,-11.9,6.0,1.5,-0.3,-5.1,10.1
O=C(NC(Cc1c[nH]c2ccccc12)C(=O)N/N=C/c1cccc2ccccc12)c1cccs1 (stereo not drawn),4.9,-0.6,3.4,11.0,-2.5,3.5,-5.2,2.9,-0.6
O=C(CCS(=O)(=O)Cc1ccccc1)Nc1ccc2c(c1)OCCO2,-9.1,3.5,-3.7,1.0,-6.0,2.3,-2.6,-10.4,4.0
C/C(=C\c1ccco1)CN1CCN(Cc2ccc(C)o2)C(CCO)C1 (stereo not drawn),-4.8,-5.0,-1.9,7.3,7.1,-3.4,3.0,2.3,4.5
O=C(CC12CC3CC(C1)CC(CC(=O)NC1=NCCS1)(C3)C2)NC1=NCCS1,4.6,0.3,2.2,-8.8,-6.0,-5.4,-3.8,5.6,21.8
CCCCN(C)C(=O)c1nc2ccccn2c1CN1CCN(C/C=C/c2ccccc2)CC1,-2.7,-1.3,-3.9,-7.9,-5.6,-13.5,-3.0,0.2,1.3
COc1ccc(OC)c(S(=O)(=O)N2CCC(C(=O)N3CCCCCC3)CC2)c1,-5.1,0.6,-5.7,-31.1,-7.5,-3.8,0.3,-5.6,4.7
COC(=O)c1onc(-c2c(C)cc(C)cc2C)c1C(=O)OC,0.9,3.8,1.6,1.2,1.6,0.6,0.2,-1.8,19.9
COc1ccc2cc3cc(C(=O)Nc4cc(OC)c(OC)c(OC)c4)oc3nc2c1,-0.8,7.9,2.4,3.1,-0.6,0.1,-2.5,3.4,2.8
COc1ccc(C(CCN(Cc2ccc(OC)c(OC)c2)C(C)=O)c2ccccc2)cc1 (stereo not drawn),1.1,0.1,-11.5,-7.9,5.1,-4.5,2.2,2.6,8.3
O=S(=O)(NCc1cccnc1)c1ccc(Cl)s1,6.0,0.5,-13.2,11.3,-3.8,-3.3,-2.0,2.0,13.7
N#Cc1cc(Nc2c(N)nc[nH]c2=O)c([N+](=O)[O-])cc1C#N,-2.2,-6.5,5.3,4.9,-18.8,2.5,-1.6,6.8,2.3
Clc1nc(-c2cccnc2)nc2scc(-c3ccccc3)c12,4.3,-7.7,-21.3,13.8,10.5,-2.4,-5.7,-7.5,-72.1
